# NCOA1 inh = human NCOA1 inhibition; inhibition, % at 3.6 µM; actives 0.12% (n = 360,000); HEK293 GAL4-SRC1 luciferase reporter, luminescence;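 active = inhibition above the campaign mean plus 3 SD, with each screening campaign given its own cutoff, cut at about 60% in these data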;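 note: 0% = DMSO treated cells and 100% = gossypol at 36 µM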
# Target sequence (Q15788 whole entry, looked up, the tested form may be a part): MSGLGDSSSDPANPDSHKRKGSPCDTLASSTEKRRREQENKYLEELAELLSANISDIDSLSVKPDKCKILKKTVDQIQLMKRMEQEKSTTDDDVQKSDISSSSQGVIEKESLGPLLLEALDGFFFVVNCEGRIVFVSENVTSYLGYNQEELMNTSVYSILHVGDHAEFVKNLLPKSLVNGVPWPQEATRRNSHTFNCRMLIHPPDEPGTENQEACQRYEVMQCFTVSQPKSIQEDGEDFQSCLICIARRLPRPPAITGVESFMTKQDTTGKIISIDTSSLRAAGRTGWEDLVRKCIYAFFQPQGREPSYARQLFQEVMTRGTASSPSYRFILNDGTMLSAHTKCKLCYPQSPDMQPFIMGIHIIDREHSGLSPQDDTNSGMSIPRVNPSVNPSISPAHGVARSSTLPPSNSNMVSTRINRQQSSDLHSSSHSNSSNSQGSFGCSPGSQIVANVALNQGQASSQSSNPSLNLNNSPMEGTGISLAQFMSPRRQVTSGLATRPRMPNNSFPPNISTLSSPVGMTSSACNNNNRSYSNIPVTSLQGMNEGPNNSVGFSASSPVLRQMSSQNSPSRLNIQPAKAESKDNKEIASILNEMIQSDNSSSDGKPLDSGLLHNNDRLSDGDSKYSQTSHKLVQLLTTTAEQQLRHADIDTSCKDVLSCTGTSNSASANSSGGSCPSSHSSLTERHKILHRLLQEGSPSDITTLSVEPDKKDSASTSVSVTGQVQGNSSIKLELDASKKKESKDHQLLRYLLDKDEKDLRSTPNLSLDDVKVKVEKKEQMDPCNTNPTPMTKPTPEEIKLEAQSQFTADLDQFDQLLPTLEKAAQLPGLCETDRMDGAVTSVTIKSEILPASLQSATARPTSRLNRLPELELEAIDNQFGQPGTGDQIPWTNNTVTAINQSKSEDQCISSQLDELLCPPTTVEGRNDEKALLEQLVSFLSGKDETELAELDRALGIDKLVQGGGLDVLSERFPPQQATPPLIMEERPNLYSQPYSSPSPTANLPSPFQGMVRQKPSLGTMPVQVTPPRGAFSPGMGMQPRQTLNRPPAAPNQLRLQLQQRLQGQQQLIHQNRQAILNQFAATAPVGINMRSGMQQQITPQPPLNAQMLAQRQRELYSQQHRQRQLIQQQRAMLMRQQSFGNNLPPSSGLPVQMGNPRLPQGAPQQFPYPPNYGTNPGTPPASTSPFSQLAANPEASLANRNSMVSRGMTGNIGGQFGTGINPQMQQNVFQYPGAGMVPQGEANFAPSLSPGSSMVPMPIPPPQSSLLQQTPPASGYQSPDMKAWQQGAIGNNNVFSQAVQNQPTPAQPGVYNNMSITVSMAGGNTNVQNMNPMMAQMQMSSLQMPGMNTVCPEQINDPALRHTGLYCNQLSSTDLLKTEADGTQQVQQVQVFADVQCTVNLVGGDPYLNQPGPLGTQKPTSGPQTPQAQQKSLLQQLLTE
# NR5A2 inv ag = NR5A2 inverse agonism in reporter assay; O00482; HEK293T StAR-luciferase reporter, LRH-1 transfected, 24 h; inhibition, % at 3.6 µM; actives 0.13% (n = 360,000); AID 602396;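 active = inhibition above the mean inhibition of all tested compounds plus 3 SD, cut at about 73% in these data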;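 note: 0% = DMSO wells and 100% = reporter-only cells lacking LRH-1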
# C8 TRAIL sens = sensitizes caspase-8 expressing cells to TRAIL | NB7+C8 cells + TRAIL, ATPlite viability luminescence | inhibition (viability loss, TRAIL sensitization), % at 10 µM | actives 1% (n = 360,000) | AID 624354;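 active = compounds causing at least 50% loss of cell viability in the single-dose screen, relative to plate controls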
# Vif imaging = HIV Vif inhibition; HEK293T cells, Vif self-association by quenched fluorescence, imaging, 24 h; inhibition, % at 7.49 µM; actives 0.35% (n = 340,000); AID 602346; in the data active = inhibition above about 50%, passing the limit was not always enough; inconclusive = no clear call, values can overlap the other calls; inactive = below about 31%; note: some results filed as inactive read as strong as hits
# TLR9-MyD88 inh = inhibitors of human TLR9-MyD88 binding; actives 0.21% (n = 340,000); CHO BLA complementation TLR9-MyD88, CCF4 FRET ratio; inhibition, % at 4.98 µM; AID 504734;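 active = inhibition above the mean over all tested compounds plus 3 SD, cut at about 21% in these data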;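 note: 0% = DMSO only wells and 100% = clavulanate BLA inhibitor control wells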
# SRC3 inh = inhibits human SRC3 coactivator; Q9Y6Q9; AID 588352; HEK293 GAL4-SRC3 luciferase reporter, luminescence; actives 0.17% (n = 360,000); inhibition, % at 3.6 µM;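 active = inhibition above a per-campaign cutoff, the mean of all compounds plus 3 SD, cut at about 60% in these data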;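 note: 0% = DMSO-treated cells and 100% = gossypol-treated cells at 36 µM; higher means less SRC3-driven luciferase light from the GAL4 reporter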
# NR2F2 inh = blocks human COUP-TFII nuclear receptor. actives 0.7% (n = 370,000). P24468. HEK293T NGFI-A luciferase reporter, luminescence. inhibition, % at 8.6 µM;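 active = inhibition above a per-plate cutoff, mean inhibition of test wells between control levels plus 3 SD, cut at about 38% in these data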;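 note: cells cotransfected with COUP-TFII expression vector driving the NGFI-A reporter; 0% = median of COUP-TF2 test wells and 100% = reporter-only cells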
# LMP1 NFkB inh = Epstein-Barr LMP1 NF-kappaB reporter inhibition; LMP1-induced NF-kappaB luciferase reporter cells, luminescence; inhibition, % at 12.5 µM; actives 0.69% (n = 350,000); AID 504558; in the data active = inhibition above about 41%; inconclusive = no clear call, values can overlap the other calls;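 note: 0% = neutral control wells and 100% = reference inhibitor control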
# NCOA2 inhibitor = inhibits human steroid receptor coactivator 2; Q15596; HEK293 GAL4-SRC2 luciferase reporter, luminescence; inhibition, % at 9 µM; actives 0.17% (n = 370,000); AID 651957;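 active = inhibition above the mean inhibition of all tested compounds plus 3 SD, set per campaign, cut at about 52% in these data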;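 note: 0% = DMSO treated cells and 100% = cells given Gossypol at 36 µM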
# NOD2-RIPK2 inh = blocks binding of human NOD2 to RIPK2; CHO BLA complementation NOD2-RIPK2, CCF4 ratio; actives 0.38% (n = 360,000); O43353; inhibition, % at 4.98 µM; in the data active = inhibition above about 21%;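 note: 0% = vehicle only and 100% = reference blocker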
# TROY NFkB inh = blocks TROY-dependent signaling in reporter cells; AID 1347056; Q293 LMP1-TROYcd NF-kB luciferase reporter, 4 h; actives 0.98% (n = 360,000); inhibition, % at 10 µM;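 active = compounds whose plate-normalised and pattern-corrected inhibition of the luciferase reporter signal at the single screening dose is 50% or more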
# The depositor's hits bear a star; ? = inconclusive; nt = not tested or not shown. Only part of the results is shown. The share of hits here may be higher or lower than overall.
# Each structure is followed by: NCOA1 inh	NR5A2 inv ag	C8 TRAIL sens	Vif imaging	TLR9-MyD88 inh	SRC3 inh	NR2F2 inh	LMP1 NFkB inh	NCOA2 inhibitor	NOD2-RIPK2 inh	TROY NFkB inh
O=C(CSc1nnnn1Cc1ccccc1)NC1CCCCC1
→ -56.2	-23.6	-2.4	-3.0	-5.3	2.1	-0.6	4.2	4.7	-6.1	15.7
CCOC(=O)c1cccc(NC(=O)CCNS(=O)(=O)c2cc(Br)cnc2N)c1
→ 10.4	6.4	-7.0	-8.5	0.4	0.4	-15.0	-1.3	6.3	-0.9	11.9
OC(CNCc1ccco1)COc1ccccc1 (stereo unspecified)
→ -8.8	6.7	-0.3	4.0	1.1	-7.3	-5.1	-2.0	-17.9	-11.4	9.0
CCOC(=O)C1CCCN(C(=O)c2cc(-c3ccccc3)on2)C1 (stereo unspecified)
→ -28.0	-5.6	-8.2	-4.5	-5.1	-10.5	-13.9	-13.4	-23.9	3.3	-30.3
Cc1nn(-c2ccccc2)c2c1C1(C(=O)N(C(C)C)c3ccccc31)C(C#N)=C(N)O2 (stereo unspecified)
→ -5.5	8.4	-5.5	-9.7	-8.2	-4.2	-6.7	-8.7	-4.0	6.8	14.9
Cc1cc(OCc2cc(C(=O)N3CCCCCC3)no2)cc(C)c1Cl
→ -76.7	-103.1	10.1	1.0	-2.3	-36.4	-23.7	-36.7	-39.0	-4.3	-29.9
O=C(CCSc1ccccc1)NCCN1CCOCC1
→ -10.8	12.2	-27.2	-3.9	-1.7	-0.1	-1.3	-0.1	-6.0	-10.4	-17.3
N/C(=N\OC(=O)CCCc1ccccc1)c1cccnc1
→ 0.1	-16.5	-11.0	-2.6	8.5	-3.2	-15.1	-11.4	-30.9	9.4	-21.0
O=C(Nc1cc2ccccc2oc1=O)c1ccccc1
→ -52.2	-56.5	55.2*	3.6	nt	6.8	-19.8	54.9*	25.9	-13.7	65.8*
CC1CCC(NC(=O)c2ccc(NS(=O)(=O)c3ccc4[nH]c(=O)[nH]c4c3)cc2)CC1 (stereo unspecified)
→ -74.5	-17.3	6.8	0.9	-7.1	-43.5	6.4	-2.8	-10.5	-6.1	-13.5
Cc1nc(Cl)sc1C(=O)NC(C)c1ccc(Cl)cc1 (stereo unspecified)
→ -1.9	12.7	-21.1	-17.8	-1.5	9.3	13.6	6.7	6.0	-3.8	14.1
COc1ccc(CN(C)CC(=O)c2c(N)n(Cc3ccccc3)c(=O)n(C)c2=O)c(OC)c1
→ -27.8	-6.2	1.9	33.2	-2.9	15.9	11.1	-4.1	-22.3	5.7	-3.7
CC(C)C[C@H]1CN(CCCC[C@H]2CNC(=O)C(=O)N2CCC2CCCCC2)C(=O)C(=O)N1CCC1CCCCC1
→ nt	-14.7	33.1	nt	nt	nt	-6.1	nt	11.6	-12.4	5.9
O=C1C=C(c2ccccc2)OC(=O)C1C(=O)c1ccccc1 (stereo unspecified)
→ 15.4	20.7	7.4	2.5	5.7	-12.7	-1.6	-1.9	-0.3	-14.3	-9.1
CCOC(=O)[C@]12CCCC=C1N(Cc1ccc(Cl)cc1Cl)C(=O)[C@H](CC(=O)N1CCN(C(=O)c3ccco3)CC1)C2
→ nt	-19.0	19.6	nt	nt	nt	8.9	nt	-3.5	-5.6	21.0
Cc1cccnc1CN1CCN(Cc2nc(Cc3cccc(F)c3)no2)CC1
→ -7.3	6.8	17.4	-1.1	3.8	9.7	-17.8	-13.9	-11.2	-12.2	1.3
COc1ccccc1C(=O)NCC(=O)OC(C)C(=O)NC1CCCCC1C (stereo unspecified)
→ -20.8	16.7	3.8	-1.7	1.6	9.1	9.4	-4.1	8.8	-2.6	7.2
NNS(=O)(=O)c1ccc2c(c1)Cc1cc(S(=O)(=O)NN)ccc1-2
→ 0.7	-1.1	-1.6	-10.5	0.5	6.4	-19.6	-1.0	-3.0	-1.4	3.3
COC(=O)c1ccc(C2C(C#N)=C(N)Oc3cc(N)ccc32)cc1 (stereo unspecified)
→ -5.0	-8.3	-13.8	9.2	4.7	-27.6	10.2	0.7	-5.8	-11.6	-15.7
COc1ccc(S(=O)(=O)N2CC(=O)Nc3ccccc32)cc1F
→ -5.8	-7.3	-19.2	3.7	0.2	-12.0	5.4	12.1	2.9	-2.4	-2.3
Cc1ccc(C)c(C(O)c2ncc(-c3ccccc3F)[nH]2)c1 (stereo unspecified)
→ -3.8	6.7	3.1	-0.6	nt	-4.0	7.9	nt	-13.3	-9.6	-0.7
COC(C/C=C\[C@@H](O)[C@H](C)OCc1ccccc1)OC
→ -6.9	19.5	10.6	nt	6.3	1.3	14.3	-6.1	-31.3	-3.4	2.9
CC(C)CC(=O)Nc1cc([N+](=O)[O-])ccc1Cl
→ 15.8	13.1	-13.9	?	3.9	14.5	nt	2.4	nt	-10.6	-8.7
CCC(CC)NC(=O)COC(=O)c1cc(SC)ccc1Cl
→ 1.2	-15.5	-4.9	11.5	nt	3.7	6.5	-4.9	9.4	-6.3	7.6
C[C@@H](NC(=O)c1[nH]cnc1C(=O)Nc1ccc(Cl)cc1)c1ccccc1
→ 7.8	14.6	-3.5	nt	-19.5	-0.8	9.1	0.8	25.6	-6.5	5.8
CCOC(=O)C1=C(CC)Nc2ccccc2N/C1=N\S(=O)(=O)c1ccc(C(=O)OCC)cc1
→ 4.4	-33.3	0.4	-4.2	-6.0	12.4	-6.5	-44.8	-3.6	-4.7	-11.3
COc1cccc(C(NC(C)=O)c2nc(-c3ccccc3C)cs2)c1 (stereo unspecified)
→ 2.4	21.7	6.7	0.5	nt	-8.0	-1.2	nt	1.1	6.4	-4.6
COc1ccc(NC(=O)C2(C)CCN2Cc2ccc(OC(C)C)cc2)cc1OC (stereo unspecified)
→ 3.0	7.6	12.0	-5.8	nt	8.1	-2.7	nt	-22.4	-6.0	3.8
COc1cc(C(C)=O)ccc1Oc1ncccn1
→ -4.8	-8.5	8.5	-7.4	-7.4	-3.3	-1.3	5.0	16.7	0.3	-7.7
CCCC(=O)Nc1ccc2c(c1)COC2=O
→ -16.2	-2.7	-2.3	-5.1	-1.6	9.9	-9.3	2.6	-14.1	-6.9	3.4
Cc1ccc2cc(C(c3nnnn3C3CCCC3)N(Cc3ccccc3)Cc3ccco3)c(=O)[nH]c2c1 (stereo unspecified)
→ -10.7	11.9	12.3	2.8	2.7	-1.5	-3.4	7.4	12.5	-7.8	-18.4
O=C1N/C(=N/NC(=O)c2cccc3ccccc23)S/C1=C\c1ccccc1OCc1ccccc1
→ -4.9	15.1	30.4	nt	-8.0	-0.1	12.4	-3.1	0.4	-5.7	42.9
CN(C)S(=O)(=O)c1ccc(NC(=O)CSc2nnc(-c3ccco3)n2N)cc1
→ -8.3	-4.7	-11.4	37.7	-0.6	1.6	7.1	2.0	7.4	5.1	3.9
CN(Cc1cccs1)C(=O)COC(=O)CNC(N)=O
→ -7.0	-22.4	-1.8	-3.7	8.1	4.0	-5.5	-7.0	-27.8	-7.1	3.9
O=C(NCc1ccc(F)cc1)c1cc2c(cc1Cl)N1CCCCCC1=NS2(=O)=O
→ 6.6	0.5	-2.7	13.6	-4.8	-21.2	-18.1	-2.5	-11.7	-16.7	8.9
CSC1=NC2(CCCCC2)C2=C(CCCC2)N1
→ 4.6	0.4	4.9	1.4	2.7	22.2	-14.3	-2.2	-38.1	-4.0	-0.8
Cc1ccc(NC(=O)c2cc(S(=O)(=O)N3CCCCC3)c[nH]2)cc1F
→ 5.8	10.5	-8.0	-7.5	2.4	8.3	0.4	-3.6	13.6	-11.0	2.0
CC(C)n1c(SCC(=O)N2CCCC2)nc2c1c(=O)n(C)c(=O)n2C
→ -6.7	20.8	5.7	4.9	5.7	11.2	9.6	0.9	4.2	-0.3	6.3
Cc1ccc(N(C)S(=O)(=O)c2cccc(C(=O)OCC(=O)N3CCCC(C)C3)c2)cc1 (stereo unspecified)
→ -19.9	10.7	-2.1	-2.6	-3.4	-7.7	-18.0	6.7	23.1	-0.3	28.0
C[C@]12c3[nH]c4cc(-c5ccco5)ccc4c3CCN1C(=O)[C@@H](CC(=O)NCCc1ccccn1)C[C@@H]2C(=O)N1CCOCC1
→ -2.0	3.4	-11.6	nt	-2.0	-25.3	-4.8	-6.8	-15.2	5.0	-5.3
Cc1nc2ccc(S(=O)(=O)NCC(=O)N3CCOCC3)cc2s1
→ -16.1	9.5	7.5	nt	10.9	-1.7	3.0	0.1	-12.2	-11.0	-13.9
COc1ccc(S(=O)(=O)N2CCc3ccccc32)cc1C(=O)NCCc1ccccn1
→ 11.3	14.7	5.1	-7.1	-11.8	12.1	-21.8	1.7	-0.5	-5.1	-0.7
CC1CCCCC12NC(=O)N(Cn1nnc3ccccc3c1=O)C2=O (stereo unspecified)
→ -27.4	-4.1	3.1	-0.4	-2.6	8.0	-5.7	-1.0	-21.4	5.8	7.8
CNCCOc1nc(N2CCOCC2)nc(C)c1[N+](=O)[O-]
→ 13.7	18.4	-3.2	11.7	-10.6	2.0	14.3	1.0	-25.0	-6.7	8.1
COc1ccccc1Oc1ccc(N2CC(C(=O)OCC(=O)c3ccc(F)cc3)CC2=O)cc1 (stereo unspecified)
→ -10.8	-0.1	2.8	-1.2	-6.7	-7.8	9.2	-4.8	2.4	-13.1	19.0
N/C(=N\OC(=O)c1csnn1)c1ccc(C(F)(F)F)cc1
→ -53.9	-41.9	-26.8	-1.4	-15.0	-41.3	-39.5	-1.1	-36.3	-1.8	-29.0
COc1ccc(C(=O)Nc2ccccc2-c2nnn(CC(=O)Nc3ccc4c(c3)OCCO4)n2)cc1
→ 5.6	-6.6	11.9	1.4	10.6	18.6	6.2	3.5	-3.1	-0.7	-1.1
CCCCCCCCCOC(=O)C(CC(=O)O)N1CCOCC1 (stereo unspecified)
→ -2.4	7.4	-0.5	-18.6	-1.1	1.9	2.2	-2.5	-6.6	2.8	-12.4
CCCC/C(O)=N\S(=O)(=O)c1ccc(N=NN(C)C)cc1
→ -4.8	-7.7	-0.5	20.1	0.6	16.1	-1.7	6.6	-7.7	-9.6	-15.4
COc1ccc(CCNC(=O)COC(=O)/C=C/c2ccc(OCC#N)c(OC)c2)cc1OC
→ 1.7	7.6	-3.3	6.6	-1.3	-0.7	-0.2	4.8	6.1	-3.7	-5.1
COc1cc(/C=C2\SC(=S)N(CC(=O)Nc3ccccn3)C2=O)cc(OC)c1OC
→ 4.0	5.8	-5.3	4.0	-2.3	-1.8	1.8	-0.3	10.9	5.1	-7.1
Cc1sc(NC(=O)CN(C(=O)c2ccccc2F)C2CCCC2)c(C(N)=O)c1C
→ 8.9	19.8	7.5	-20.4	9.4	4.1	17.1	-1.6	-6.3	-1.2	13.4

# Reprinted at random: two entries already listed.
# Each structure is followed by: NCOA1 inh	NR5A2 inv ag	C8 TRAIL sens	Vif imaging	TLR9-MyD88 inh	SRC3 inh	NR2F2 inh	LMP1 NFkB inh	NCOA2 inhibitor	NOD2-RIPK2 inh	TROY NFkB inh
Cc1ccc(NC(=O)c2cc(S(=O)(=O)N3CCCCC3)c[nH]2)cc1F
→ 5.8	10.5	-8.0	-7.5	2.4	8.3	0.4	-3.6	13.6	-11.0	2.0
COc1ccc(C(=O)Nc2ccccc2-c2nnn(CC(=O)Nc3ccc4c(c3)OCCO4)n2)cc1
→ 5.6	-6.6	11.9	1.4	10.6	18.6	6.2	3.5	-3.1	-0.7	-1.1
